# NLRP3 yeast inh – NALP3 inflammasome inhibitors in reconstituted yeast, primary screen, luminescence, uHTS; Yeast reconstituted NLRP3/ASC/caspase-1, beta-gal luminescence, 24 h; inhibition, % at 10 µM; hit rate 0.39% among 330,000; AID 2825, 2010;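 active = inhibition of 50% or more; inactive = inhibition below 50%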;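 note: plate controls were induced DMSO wells for no effect and uninduced yeast grown without galactose for full effect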
# tim10-1 inh – growth inhibitors of tim10-1 mutant yeast, primary screen, luminescence, uHTS; inhibition, % at 20 µM; S. cerevisiae tim10-1 ts strain growth, BacTiter-Glo, 24 h; hit rate 2.2% among 330,000;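 active = inhibition of at least 40%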;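 note: mutant grown at 25 °C; 0% = DMSO wells with yeast and 100% = wells holding no yeast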
# APJ antag – antagonists of human apelin receptor APJ, primary screen, CHO-K1 cells, beta-arrestin complementation, luminescence; hit rate 0.32% among 330,000; inhibition, % at 20 µM;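 active = inhibition above about 40% at 20 µM, limit read from the data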;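 note: cells challenged with 10 nM apelin-13 agonist together with compound; plate controls were apelin-13 plus DMSO wells for no effect and DMSO wells lacking apelin-13 for full effect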
# Target sequence (P35414 whole entry, looked up): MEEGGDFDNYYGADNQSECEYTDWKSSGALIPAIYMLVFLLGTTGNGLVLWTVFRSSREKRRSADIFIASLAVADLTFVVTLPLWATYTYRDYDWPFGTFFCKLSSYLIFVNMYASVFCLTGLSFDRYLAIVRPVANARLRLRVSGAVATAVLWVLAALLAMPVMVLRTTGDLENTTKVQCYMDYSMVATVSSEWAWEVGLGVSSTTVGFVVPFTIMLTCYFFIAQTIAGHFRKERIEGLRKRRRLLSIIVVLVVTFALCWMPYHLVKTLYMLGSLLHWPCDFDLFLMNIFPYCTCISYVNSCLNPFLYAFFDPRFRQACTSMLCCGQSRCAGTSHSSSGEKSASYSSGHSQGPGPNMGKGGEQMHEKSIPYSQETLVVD
# tim23-1 inh – growth inhibitors of tim23-1 mutant yeast, primary screen, luminescence, uHTS. S. cerevisiae tim23-1 growth, BacTiter-Glo luminescence, 24 h. inhibition, % at 20 µM. hit rate 1.3% among 330,000. AID 463212, 2010;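 active = growth inhibition of the mutant yeast at or above 50%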;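 note: temperature-sensitive mutant grown at 25 °C; plate controls were DMSO-treated mutant yeast for no effect and medium wells lacking yeast for full effect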
# TIM10 inh – growth inhibitors of isogenic TIM10 control yeast, primary screen, counter-screen for tim10-1 yeast inhibitor project, luminescence, uHTS. S. cerevisiae TIM10 strain growth, BacTiter-Glo luminescence, 24 h. inhibition, % at 10 µM. AID 463195, 2010. hit rate 1.4% among 330,000;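 active = inhibition of 40% or more at the single tested concentration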;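 note: wild-type TIM10 isogenic control strain grown at permissive 25 °C; 0% = DMSO yeast wells and 100% = minimal medium wells without yeast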
# MIN6 prolif – inducers of MIN6 beta-cell proliferation, primary screen, ATP luminescence, uHTS | MIN6 cells proliferation, ATPlite luminescence, 48 h; cells starved in 0.2% serum; 100% = growth in 10% serum | proliferation, % at 10 µM | hit rate 0.29% among 330,000 | AID 2380, 2010;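 active = compounds whose signal lies at least 3.5 SD above the mean of all wells on their plate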;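 note: 0% = DMSO-treated cells in low-serum medium and 100% = 10% serum control; some compounds called inactive have numbers as strong as hits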
# GRIN3A LBD mod – binders of NR3A ligand-binding domain, primary screen, biophysical, differential scanning fluorimetry, uHTS | hit rate 2.5% among 340,000 | NR3A LBD differential scanning fluorimetry, Tm shift; 0% = protein alone, 100% = glycine-bound protein | Glutamate receptor ionotropic, NMDA 3A (GRIN3A) ligand-binding domain | Tm shift relative to glycine control, % at 25 µM;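 active = melting temperature shift of at least 10% of the positive control shift, at one fixed dose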
# MPTP inh – mitochondrial permeability transition pore inhibitors, primary screen, biochemical, isolated mouse mitochondria, absorbance. Ca2+ swelling absorbance, 30 min. inhibition, % at 10 µM. hit rate 1.4% among 360,000;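 active = inhibition of 50% or more, scaled per plate between neutral and stimulator controls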;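 note: 0% = DMSO wells given calcium and 100% = 1 mM EGTA wells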
# APJ agonist – agonists of human apelin receptor APJ, primary screen, CHO-K1 cells, PathHunter beta-arrestin, luminescence; activation, % at 20 µM; 0% DMSO wells, 100% apelin; hit rate 0.11% among 330,000;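 active = activation more than six SD over the plate average, tested at 20 µM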;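 note: 0% = DMSO alone and 100% = apelin-13 at 10 nM; some results filed as inactive read as strong as hits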
#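 assay system = CHO-K1 APJ beta-arrestin complementation cell line | input = cell density 1000 per well | dosing = compound 20 µM once, DMSO 1% | timing = compound 90 min 25 °C, reagent 1 h | measured by = luminescence from split beta-galactosidase complementation, Galacton Star/Emerald II substrate | read-out basis = APJ agonist activity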
# * marks the source's active call; other numbers are inactive results; x = no result given. No enrichment for hits; any-hit rate near 7.2%.
# Values run as follows: NLRP3 yeast inh	tim10-1 inh	APJ antag	tim23-1 inh	TIM10 inh	MIN6 prolif	GRIN3A LBD mod	MPTP inh	APJ agonist
> O=c1c2ccccc2[nH]c(=S)n1CCCN1CCN(C2CCCCC2)CC1
 : 16	-1	-1	-17	-12	2	0	-0.1	-4
> CCOC(=O)c1c(C)[nH]c(C)c1S(=O)(=O)N(C)CC(=O)NCc1ccc(C)cc1
 : 15	10	-9	8	8	-1	5	1.9	0
> CCCc1ccc2oc(C(=O)N(C)CCn3ccnc3C)c(C)c2c1
 : 15	9	11	11	17	0	0	1.2	0
> COc1cc(C(CC(=O)N2CCCC2)c2c(OC)cc(OC)c3c(-c4ccccc4)cc(=O)oc23)cc(OC)c1OC (stereo not given)
 : 11	9	-14	16	9	-5	-3	-0.6	-3
> CC(C)c1ccc(CNc2ccc3c(c2)ncn3C)cc1
 : 12	29	5	5	16	-6	1	56*	1
> CCn1c(=O)c2ccccc2n(CC(=O)NC2CCCCC2)c1=O
 : 13	13	3	10	-11	-3	2	-1.8	-2
> NC(=O)C1CCN(C(=O)CCC(=O)N2CCOc3ccc(Cl)cc32)CC1
 : -1	11	4	-5	0	-2	-1	-1.0	-2
> O=C(CC1S/C(=N/N=C/c2c[nH]c3ccccc23)NC1=O)Nc1ccccc1 (stereo not given)
 : 1	7	12	-5	15	-2	8	1.1	-3
> COc1ccccc1N(C)C(=O)c1cc(S(=O)(=O)N2CCCC2)cn1C
 : 14	1	15	9	-3	1	0	-0.5	4
> COc1cccc(CN2CCCC(N3CCc4ccccc4C3)C2)c1O (stereo not given)
 : 12	-9	19	-13	0	3	-1	-0.4	-1
> CN(C)/N=C/c1ccc([N+](=O)[O-])cc1[N+](=O)[O-]
 : 21	12	-85	40	29	-5	1	-0.5	6
> COCCNC(=O)/C(C#N)=C\c1ccc(CNC(=O)C(=O)Nc2ccc(C)c(C)c2)o1
 : 14	18	1	6	5	0	-6	1.1	-3
> COc1ccc(/C=C2\SC(=S)N(NS(=O)(=O)c3ccccc3)C2=O)c(OC)c1
 : -15	22	12	17	21	-1	-6	1.6	-2
> CC1(C)OC(=O)C(=Cc2ccc(-c3ccc(S(N)(=O)=O)cc3)o2)C(=O)O1
 : 2	-2	-3	6	3	1	-6	-0.8	6
> CC(Sc1nnc(Cc2cccs2)n1C)C(=O)Nc1ccc(C(N)=O)cc1 (stereo not given)
 : 7	-2	-4	8	-2	1	-1	-0.3	3
> COc1ccc(C(C)(C)C)cc1NC(=O)COC(=O)c1cnc(C)cn1
 : -2	12	-6	31	12	-3	-15	-1.5	-2
> CN(c1ccccn1)c1ncnc2[nH]ncc12
 : 15	-6	-29	2	-8	0	1	-0.8	-2
> CN(c1ccccc1C(=O)Nc1ccc(S(=O)(=O)N2CCOCC2)cc1)S(C)(=O)=O
 : 11	5	10	-3	10	0	-1	-1.1	1
> CC(C)c1ccc(NC(=O)COc2nncc3ccccc23)cc1
 : 22	14	-14	21	16	0	0	-0.2	-3
> Cc1ccc(S(=O)(=O)N(C)C)cc1NC(=O)[C@H](Cc1ccccc1)N1C(=O)c2ccccc2C1=O
 : -3	12	-2	9	11	2	4	0.0	3
> CCOC(=O)N1CCN(Cc2cn3ccccc3n2)CC1
 : 0	10	-1	28	-7	-1	-1	-1.5	9
> CCn1c(=O)n(CC)c2cc(S(=O)(=O)N3CCC(c4ccccc4)CC3)ccc21
 : 8	7	14	29	18	-3	7	3.1	0
> CCN(CC)CCNC(=O)C(C)c1nn(C)c(=O)c2ccccc12 (stereo not given)
 : 18	-9	21	5	-14	1	0	-2.0	2
> N=c1c(C(=O)NCc2ccco2)cc2c(=O)n3ccccc3nc2n1CCc1ccccc1
 : 9	1	11	2	13	-2	-2	-5.1	-5
> Cn1c(=NC(=O)CS(=O)(=O)c2ccccc2)sc2cc([N+](=O)[O-])ccc21
 : 10	-17	15	-14	-5	0	-1	-0.2	1
> Fc1ccc(OCc2nc(-c3cccs3)no2)cc1
 : 16	-2	8	5	5	-1	-1	-0.3	-3
> O=C1C=CC(=O)N1c1ccc(I)cc1Cl
 : 10	-3	0	13	13	-1	x	x	-3
> CC(c1nc2ccccc2c(=O)[nH]1)N1CCCN(S(=O)(=O)c2ccc(F)cc2)CC1 (stereo not given)
 : 32	17	-10	22	11	-1	0	0.0	-2
> Cc1cc(O)cc(=O)n1CCc1ccccc1
 : 18	-13	13	-6	-9	-2	-1	1.1	0
> CC1C(=O)OC2C1CCC1(C)CCC(=O)C(C)C21 (stereo not given)
 : 3	17	-16	14	10	-3	-10	-1.3	3
> CC1CCCN(Cc2cnc(Cl)s2)C1 (stereo not given)
 : 7	5	9	12	-6	1	-7	-2.1	-4
> O=C(c1ccccc1)C(Sc1ncn[nH]1)c1ccccc1 (stereo not given)
 : -58	19	16	2	1	-1	0	0.1	-2
> COc1ccc(-c2cc3ccccc3nc2N)cc1OC
 : 32	6	-5	8	14	6	2	-1.0	0
> CCOc1ccc(-c2nc(S(=O)(=O)c3ccccc3)c(N3CCOCC3)o2)cc1
 : -3	25	7	30	12	0	-4	1.4	-4
> O=C(COC(=O)c1cc(S(=O)(=O)NCc2ccccc2)ccc1O)NCc1ccccc1
 : 3	-1	-1	3	13	0	-9	-1.6	0
> C=CCN1C(=O)/C(=C/C(=O)OC)S/C1=N\NC(=O)c1ccccc1
 : 9	22	-2	59*	22	-1	2	0.3	-2
> COc1ccccc1C(=O)NC1CC2CCC(C1)N2Cc1ccccc1 (stereo not given)
 : 19	-17	6	12	5	-2	-1	-1.4	0
> CCOCCCn1c(SCC(=O)/C(C#N)=C(\C)N)nc2ccccc2c1=O
 : 9	17	5	6	-19	0	8	0.3	-1
> CCOc1ccc(C(=O)CCC(=O)Nc2cc(C)ccn2)cc1
 : 29	3	-1	14	-7	-4	-1	0.1	-3
> CCOc1ccc(NC(=S)NC(=O)c2c(Br)cnn2C)c([N+](=O)[O-])c1
 : 6	10	-12	12	3	-5	-1	-1.8	2
> O=C(CCN1C(=O)C2CC=CCC2C1=O)Nc1cccc(S(=O)(=O)N2CCCCC2)c1 (stereo not given)
 : 12	3	24	13	11	-3	0	-1.7	-2
> CC(C(=O)N(C)C1CCS(=O)(=O)C1)N1C(=O)/C(=C/c2cccs2)SC1=S (stereo not given)
 : 9	34	1	25	7	-4	1	1.8	-4
> Cc1ccc(S(=O)(=O)N2CCN(C(=O)COC(=O)c3c(C)noc3C)CC2)c(C)c1
 : 1	4	6	10	4	3	-3	0.5	-3
> O=C(Cn1cnc2c(nnn2Cc2ccccc2)c1=O)N1CCN(c2ccccc2)CC1
 : 18	-11	15	10	-11	-2	0	1.5	-1
> O=C(c1ccc(CS(=O)c2ccccc2Cl)o1)N1CCCCCC1 (stereo not given)
 : 17	14	13	26	7	-1	0	0.3	-5
> COc1ccc(-c2nc3ccccn3c2Cl)cc1
 : 34	14	10	45	18	-5	-1	-1.1	-3
> CSc1nc(N2CCN(c3ccccc3)CC2)cc(N2CCN(c3ccccc3)CC2)n1
 : 7	-4	7	19	0	-4	-2	6.6	-4
> Cc1cccc(N=C2NC(=O)/C(=C/c3cn(C)c4ccccc34)S2)c1
 : 13	9	-11	13	22	-1	27*	8.8	1
> CC(C)c1ccc(N(CC(=O)NCc2cccnc2)S(=O)(=O)c2ccccc2)cc1
 : 15	12	-8	18	-11	-1	1	1.6	2
> COc1ccc(OCC(=O)Nc2cccc(-c3nc4ccccc4[nH]3)c2)cc1
 : 12	-10	-2	0	9	1	20*	0.3	2
> O=C(/C=C/c1ccccc1)C1=C(O)C(=O)N(CCO)C1c1ccc2c(c1)OCO2 (stereo not given)
 : 6	-7	0	-3	-7	-3	1	-0.3	-3
> N/C(=N\OC(=O)C1CCCCC1)c1ccncc1
 : -4	19	-3	11	14	-1	-6	-1.4	1
> COc1cc(OC)cc(C(=O)NCC(=O)N2CCN(S(=O)(=O)c3ccccc3F)CC2)c1
 : 11	5	4	15	10	-2	-2	-0.8	-2
> Cc1ccc(C(OCC(O)CN2CCCCC2CO)c2ccccc2)cc1 (stereo not given)
 : 6	8	15	14	1	0	-1	1.2	-2
> Cc1nnc2n1N=C(c1ccc(F)cc1F)CS2
 : -5	21	13	18	4	1	0	-1.5	-3
> CCCCn1nc(C(=O)N[C@@H](CCSC)c2nc3ccccc3[nH]2)c2ccccc2c1=O
 : 21	25	2	17	12	2	0	2.2	-5
> c1ccc(CCc2nc3ccccc3[nH]2)cc1
 : -8	11	-12	5	-9	0	0	1.5	-2
> COc1ccc([C@H]2CC(=O)C=C(c3ccccc3)C2)cc1OC
 : 24	-7	3	20	-6	10	-1	0.0	-5
> N/C(=N\OC(=O)Cc1ccc(-c2ccccc2)cc1)c1cccnc1
 : 7	47*	-23	19	19	-4	2	-0.2	3
> CCOC(=O)N/N=C/C=C/c1ccccc1
 : 25	14	-13	22	1	-3	1	1.2	-4

# Complete entries, quoted from the list. Values in the order: NLRP3 yeast inh	tim10-1 inh	APJ antag	tim23-1 inh	TIM10 inh	MIN6 prolif	GRIN3A LBD mod	MPTP inh	APJ agonist
# Listed for CSc1nc(N2CCN(c3ccccc3)CC2)cc(N2CCN(c3ccccc3)CC2)n1 → 7	-4	7	19	0	-4	-2	6.6	-4
# Listed for CC(C)c1ccc(N(CC(=O)NCc2cccnc2)S(=O)(=O)c2ccccc2)cc1 → 15	12	-8	18	-11	-1	1	1.6	2

# Next section.
# Values run as follows: NLRP3 yeast inh	tim10-1 inh	APJ antag	tim23-1 inh	TIM10 inh	MIN6 prolif	GRIN3A LBD mod	MPTP inh	APJ agonist
> CN=C1SC(C(=O)O)CC(=O)N1C (stereo not given)
 : 21	13	5	12	11	-1	0	-0.1	-3
> Cc1ccc(S(=O)(=O)N2CCN(CC(=O)N3CCOCC3)CC2)cc1
 : 13	-11	4	-1	4	3	-1	-1.9	2
> CC(NCc1ccc(S(N)(=O)=O)cc1)C(=O)Nc1cc([N+](=O)[O-])ccc1Cl (stereo not given)
 : -14	2	-17	9	0	3	0	0.2	-4
> O=C(O)C1CCN(C(=O)c2ccc3c(c2)OCO3)CC1
 : 19	-19	10	-2	8	-1	-8	-1.4	3
> Cc1ccc(-c2nc(CSCC(=O)N3CCOCC3)c(C)o2)cc1
 : 4	13	2	16	-12	0	2	2.1	-2
> CCN(C(=O)COc1cccnc1[N+](=O)[O-])C1CCS(=O)(=O)C1 (stereo not given)
 : 5	-9	15	2	8	-2	0	-0.3	-2
> O=C(c1ccncc1)c1ccc(Br)cc1
 : -11	14	21	-2	-5	-1	0	0.0	-6
> COc1ccc2oc(=N)c(C(=O)NCc3ccccc3)cc2c1
 : -5	11	12	39	13	-3	2	2.1	0
> Cc1ccc(O)c(C(=O)c2cnc3c(c2)c(-c2ccc(F)cc2)c(C#N)c(=O)n3C)c1
 : -11	8	-10	-15	20	-4	-1	3.4	7
> O=C1c2ccccc2C(Nc2ccc3c(c2)OCO3)N1Cc1ccco1 (stereo not given)
 : 22	15	4	14	0	-1	0	2.7	-3
> Cc1cccc(C(=O)O/N=C(\c2ccccc2)c2cccnc2)c1
 : 25	37	-12	10	17	1	4	-0.7	0
> Cn1ncc2c(Nc3cc(Cl)cc(Cl)c3)ncnc21
 : 34	23	-12	19	10	-5	-6	1.3	3
> COc1ccccc1N1CCN(C(=O)c2ccc(Br)o2)CC1
 : 17	2	-5	5	9	1	-1	-0.8	-3
